Lipid storage S3: qHTS Assay for Lipid Storage Modulators in Drosophila S3 Cells | Drosophila S3 cells, BODIPY lipid droplet fluorescence, 18-24 h; cells fed with added oleic acid | actives 0.64% (n = 320,000) | AID 2685 | lipid storage change, negative = inhibition, % at the top dose, mostly 46.1 µM; hits show Potency in µM; active = well fitted inhibition curve with a large enough effect in the signal ratio, with a control signal flat, not every such curve was filed as active; inconclusive = small, poorly fitted or top-dose-only effect, or effect the other way, or a change in a side signal; the % refers to the signal ratio
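Drosophila S3 cells loaded with oleic acid (400 uM, as added) and compounds at several concentrations; lipid droplets imaged by 488-nm laser-scanning cytometry, 500–530 nm intensity and object ratio to cell channel. Percent activity normalized to 20 uM Triacsin C.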
Lipid storage S3 cell count max: also measured in Lipid storage S3; calls as there; cell number change, %; measured here: cell count max response;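 cells counted by Cell Tracker Red CMTPX staining in the red channel; peak over a dose series mostly up to 46.1 µM; percent activity relative to internal control wells on each plate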
Active calls of the source: *; i = inactive; ? = inconclusive; nt = not tested or not shown. % is scaled to controls: 0 for no effect and ±100 for the full control effect; potency is read from the fitted curve at half-maximal effect. The list is partial (hit frequency here may not be typical).

| compound | Lipid storage S3 | Lipid storage S3 cell count max |
| --- | --- | --- |
| COc1ccc(CCN2CC(C(=O)N(C)CC(=O)Nc3cccc(F)c3)CC2=O)cc1OC (stereo not drawn) | ? | nt |
| CCc1onc(C)c1C(=O)Nc1ccc2c(c1)OCO2 | ? | nt |
| O=C(CSc1nnc(-c2ccccc2)n1Cc1ccco1)NCc1ccc2c(c1)OCO2 | -12% | -17 |
| CC(=O)Nc1ccc(NC(=O)[C@@H](NC(=O)N2C[C@H]3C[C@@H](C2)c2cccc(=O)n2C3)C(C)C)cc1 | -6% | nt |
| COc1ccc(OC)c(C2NC(=S)NC3=C2N2CCC3CC2)c1 (stereo not drawn) | -4% | -4 |
| Cc1nc(NC2=NCN(C3CCCCC3C)CN2)nc2ccccc12 (stereo not drawn) | ? | nt |
| CCC1CCc2sc(C(=O)NCC(c3ccc(OC)cc3)N3CCOCC3)cc2C1 (stereo not drawn) | 2% | 6 |
| CCOc1ccc(C(=O)N/N=C(/C)C2C(=O)c3ccccc3C2=O)cc1 | -6% | 7 |
| CSCCC1NC(=O)N(C(C)C(=O)Nc2cc(Cl)cc(Cl)c2)C1=O (stereo not drawn) | 6% | 24 |
| CCCc1cc(=O)oc2c(C)c(O[C@@H]3O[C@H](CO)[C@@H](O)[C@H](O)[C@H]3O)ccc12 | ? | nt |
| COC(=O)c1c(NC(=O)c2ccc([N+](=O)[O-])o2)sc2c1CCN(C(C)C)C2 | ? | nt |
| Nc1c(N(C(=O)Nc2ccc(Cl)c(Cl)c2)C2CCCC2)c(=O)[nH]c(=O)n1Cc1ccccc1 | i | -30 |
| CC(C)CCC(CCN1CCCC1)c1ccc2c(c1)OCO2 (stereo not drawn) | -3% | 13 |
| COC(=O)C1=C(O)/C(=C\c2cc(C)n(-c3ccccc3F)c2C)N=C1C | 0% | 3 |
| O=C(NCCSc1ccc(Cl)cc1)c1ccc(CN2CCOCC2)cc1 | 17% | 5 |
| Cc1ccc(-n2nc(C)c3c2OC(N)=C(C#N)C3c2ccccc2F)cc1 (stereo not drawn) | ? | nt |
| COc1ccccc1-c1ccc(NC2CCCCC2)nn1 | -1% | 10 |
| CCc1cc(=O)oc2cc(OCC(=O)N3CCC(C(N)=O)CC3)ccc12 | ? | nt |
| COc1ccc(NC(=O)CSc2nc(O)cc(=O)[nH]2)c(OC)c1 | -4% | -15 |
| O=C(CC(=O)c1c(F)cccc1Cl)c1ccccc1O | ? | nt |
| Cc1ccc(C(=O)NCCNC(=O)Cc2ccccc2)cn1 | i | 19 |
| CCOC(=O)C1CCCN(c2c(NCCc3ccc(Cl)cc3)c(=O)c2=O)C1 (stereo not drawn) | 14% | 0 |
| COC(=O)C1=C(C)OC(N)=C(C#N)C1c1cc2cc(C)ccc2nc1Cl (stereo not drawn) | ? | nt |
| Cc1cccc(NC(=O)CN2C(=O)NC(C)(c3ccc4c(c3)OCO4)C2=O)c1 (stereo not drawn) | ? | nt |
| O=C(Nc1ccccc1C(F)(F)F)C(O)(c1ccccc1)C1CCCCC1 (stereo not drawn) | ? | nt |
| O=C(c1cccc(N2CCCC2=O)c1)N1CCN(c2ccccc2)CC1 | 1% | -12 |
| CCc1cccc(C)c1NC(=S)NCCc1c(C)[nH]c2ccc(C)cc12 | ? | nt |
| CCOc1ccc(S(=O)(=O)Nc2c(C)n(C)n(-c3ccccc3)c2=O)cc1 | -32% | 12 |
| CC1CCN(C(c2cccs2)c2nnnn2Cc2ccccc2)CC1 (stereo not drawn) | ? | nt |
| O=C(CSc1ncn[nH]1)Nc1ccc2c(c1)CCC2 | ? | nt |
| N#CC1=C(C=Nc2ccccc2O)CCC1 | ? | nt |
| CC(=O)c1c(C)[nH]c(C(=O)OCC(=O)N2CCCC2=O)c1C | ? | nt |
| CC1CC(C)CN(C(=O)c2ccc3c(=O)n(Cc4ccc5c(c4)OCO5)c(=S)[nH]c3c2)C1 (stereo not drawn) | i | -9 |
| Cc1cc(OCC(=O)Nc2ccccc2C)no1 | ? | nt |
| Cn1c(=O)[nH]c(=O)c2c1nc(SCCO)n2CC(O)COc1ccccc1 (stereo not drawn) | ? | nt |
| O=C(NC1CCCC1)c1cccc2c1C(=O)c1ccc(Cl)cc1S2(=O)=O | 5% | -1 |
| Cc1cc(Cn2nc(C(=O)NCc3cccc(C(F)(F)F)c3)cc2-c2ccccc2)on1 | ? | nt |
| CO/N=C/NC(=O)c1c(OC)ccnc1Oc1ccccc1 | ? | nt |
| Cn1nnnc1SCc1ccc(CSc2nnnn2C)cc1 | ? | nt |
| O=C(O)Cc1ccc(NC(=O)Nc2ccc(Br)cc2)cc1 | 4% | 9 |
| COc1cc2cc[n+](Cc3ccc([N+](=O)[O-])cc3)cc2cc1OC | -11% | -18 |
| COc1cc(C#N)ccc1OC(=O)c1cccc(S(=O)(=O)N2CCN(C)CC2)c1 | ? | nt |
| CC1CC(C)CN(CCCNC(=O)CN2C(=O)CSc3ccc(S(=O)(=O)N4CCOCC4)cc32)C1 (stereo not drawn) | -23% | -2 |
| COc1ccc(-c2noc3c2-c2nc(-c4ccc(Cl)cc4)sc2CC3)cc1 | ? | nt |
| Oc1ccc(/C=C/c2ccnc3ccccc23)cc1 | ? | nt |
| Cn1c(=O)c2c(nc(OCC3COC(C)(C)O3)n2Cc2ccccc2F)n(C)c1=O (stereo not drawn) | ? | nt |
| Cc1cc(C)c2c(=O)[nH]c(SCc3ccccc3C)nc2n1 | 5% | 16 |
| O=S(=O)(c1ccc(F)cc1)c1nc(-c2ccco2)oc1Nc1ccccc1 | ? | nt |
| CC(=O)N1CCN(Cc2nc3cc(NC(=O)c4cccc(Br)c4)ccc3n2C)CC1 | 8% | 8 |
| CC(Sc1nc2ccccc2s1)C(=O)N1CCOCC1 (stereo not drawn) | ? | nt |

Sorted by formula weight (smallest number first): part of the list above.
| compound | Lipid storage S3 | Lipid storage S3 cell count max |
| --- | --- | --- |
| CC(=O)c1c(C)[nH]c(C(=O)OCC(=O)N2CCCC2=O)c1C | ? | nt |
| COc1cc(C#N)ccc1OC(=O)c1cccc(S(=O)(=O)N2CCN(C)CC2)c1 | ? | nt |
| CC1CC(C)CN(CCCNC(=O)CN2C(=O)CSc3ccc(S(=O)(=O)N4CCOCC4)cc32)C1 (stereo not drawn) | -23% | -2 |

New compounds follow
Fields – Lipid storage S3	Lipid storage S3 cell count max
Cc1ccc(C(C(=O)NC2CCCC2)N(Cc2ccc3c(c2)OCO3)C(=O)c2snc(C(N)=O)c2N)cc1 (stereo not drawn)
    -11%	-16
COc1ccc(S(=O)(=O)Nc2ccc(NC(C)=O)cc2)cc1Br
    ?	nt
O=C(Nc1ccc(O)c2c(=O)cc(-c3ccccc3Cl)oc12)c1ccc(F)cc1
    -5%	-2
Cc1cccc(OCCn2c(=O)sc3ccccc32)c1
    10%	0
CC(C)c1ccccc1NC(=O)c1cccnc1
    -7%	5
O=C(/C=C/c1ccc(Cl)cc1Cl)N1CCN(c2ccccc2[N+](=O)[O-])CC1
    ?	nt
COc1cccc(N(CC(=O)NCc2ccccc2)C(=O)CCC(=O)Nc2nccs2)c1
    ?	nt
CCCc1cc(=O)[nH]c(SCC(=O)Nc2sc(C(N)=O)c(C)c2C(=O)OCCOC)n1
    ?	nt
COc1cc(CNC(=O)c2cnc(C)cn2)cc(OC)c1
    ?	nt
CCOc1ccccc1NC(=O)CSc1nnc(-c2ccccn2)n1Cc1ccco1
    -5%	-20
Cc1ccccc1-n1c(C)nnc1SCC(=O)N1CC(=O)Nc2ccccc21
    ?	nt
COc1ccc(-c2cc(C(=O)NC3CC3)c3ccccc3n2)cc1
    ?	nt
O=C1S/C(=C\C=C\c2ccco2)C(=O)N1c1ccccc1
    -1%	-12
Cc1ccc(C(=O)NCCc2ccc(F)cc2)s1
    ?	nt
CCN(CC)S(=O)(=O)c1cccc(C(=O)Nc2cc(C)on2)c1
    7%	10
CN(C)S(=O)(=O)c1cccc(C(=O)OCC(=O)Nc2sccc2C#N)c1
    i	nt
CC(Oc1ccc(C#N)cc1)C(=O)c1ccc(F)c(F)c1 (stereo not drawn)
    ?	nt
CCOC(=O)Cc1csc(NC(=O)COc2ccc3c(C)cc(=O)oc3c2)n1
    ?	nt
Cc1cc(C)n2nc(SCC(=O)Nc3c(C)n(C)n(-c4ccccc4)c3=O)nc2n1
    1%	nt
O=C(O)C1CCN(C(=O)c2scc3c2OCCO3)CC1
    0%	6

Whole records as entered above:
COc1cccc(N(CC(=O)NCc2ccccc2)C(=O)CCC(=O)Nc2nccs2)c1 is entered as Lipid storage S3: ?; Lipid storage S3 cell count max: nt
O=C(NC1CCCC1)c1cccc2c1C(=O)c1ccc(Cl)cc1S2(=O)=O is entered as Lipid storage S3: 5%; Lipid storage S3 cell count max: -1

The list continues:
Fields – Lipid storage S3	Lipid storage S3 cell count max
O=C(CCN1CCN(C/C=C/c2ccccc2)CC1)Nc1ccccc1
    18%	-3
c1ccc(C(CN2CCOCC2)c2ccccc2)cc1
    6%	1
CCC(=O)Nc1cccc(NC(=O)CSc2nnc(C3CC3)n2C)c1
    ?	nt
Clc1ccc(Cn2ncc3c(NCc4cccnc4)ncnc32)cc1
    i	nt
NC(=O)C1CCN(C(=O)c2ccc(C(F)(F)F)cc2)CC1
    ?	nt
COc1ccc(C(=O)COC(=O)CCN2C(=O)C3C4C=CC(C5CC45)C3C2=O)cc1 (stereo not drawn)
    ?	nt
CN(CC(=O)NCCC1=CCCCC1)S(=O)(=O)c1ccc2c(c1)c(=O)n(C)c(=O)n2C
    ?	nt
Cc1nc(C)c(C(=O)OCC(=O)Nc2ccccc2SCC#N)s1
    ?	nt
C[C@@H]1CC[C@@]2(O[C@H](CCO)C[C@H](O)[C@H]2O)O1
    ?	nt
COc1ccc(C)cc1-n1c(SCC(=O)NC2CC2)nc2ccccc2c1=O
    ?	nt
COc1ccc(C2=NN3C(=O)c4c(ccc(OC)c4OC)C3C2)cc1 (stereo not drawn)
    ?	nt
COC(=O)c1ccccc1NCCO
    -1%	-1
CCSc1nnc(NC(=O)c2cc(-c3ccccc3O)n[nH]2)s1
    ?	nt
C/C(CC(=O)Nc1c(C)cc(C)cc1C)=N\NC(=O)OC(C)(C)C
    7%	10
COc1cc2cc(CCOC(=O)c3ccco3)oc(=O)c2cc1OC
    -22%	21
CCCC(=O)Nc1ccc(C(=O)NCCc2ccc(F)cc2)cc1
    6%	-9
CC1=CC2=NC(=O)/C(=C\c3ccc(-c4ccc(Cl)cc4)o3)C(=N)N2O1
    -14%	6
COc1ccc2nc(SCC(=O)Nc3ccc(S(=O)(=O)N4CCCC4)cc3)c(C#N)cc2c1
    ?	nt
O=C(O)c1cc(N/N=C/C=C/c2ccccc2[N+](=O)[O-])ccc1Cl
    -3%	13
COc1ccc(NC(=O)Cn2nnc(C(=O)NCc3cccs3)c2N)c(OC)c1
    i	-1
COc1ccccc1NC(=S)NC(=O)/C=C/c1cccs1
    6%	1
Cc1cnn(-c2cc(N/N=C/c3ccc(F)cc3)ncn2)c1
    ?	nt
C/C(Cn1cnc([N+](=O)[O-])n1)=N\NC(=O)c1ccc(F)cc1
    ?	nt
CN1CCN(C(=O)C2=C[C@H](c3ccc(Br)cc3)C[C@H](OCCCCO)O2)CC1
    3%	12
Cc1cccc(C)c1NC(=O)CN(C)C(=O)C1CCN(c2ncnc3sc(C)c(C)c23)CC1
    ?	nt
COc1cccc(/C=C(/C#N)c2ccc(F)cc2)c1OCc1cccc(C(=O)O)c1
    6%	15
CCc1nc2ccccc2c(C(=O)OCC(=O)Nc2ccc(S(=O)(=O)N3CCOCC3)cc2)c1C
    ?	nt
CCSc1ccc([C@@H]2[C@@H]3C(=O)N(C)C(=O)[C@@H]3[C@]3(C(=O)OC)CCCCN23)cc1
    ?	nt
O=C1CC(=O)CC(c2ccco2)C1
    i	5
Cc1nnc(SCC(=O)NNC(=O)c2ccccc2)n1-c1ccccc1
    -12%	nt
CC(NC(=O)CCCc1ccccc1)c1ccncc1 (stereo not drawn)
    ?	nt
Cc1ccc(NC(=O)CSc2ncc(S(=O)(=O)c3ccccc3)c(=O)[nH]2)cc1C
    ?	nt
COc1ccc(-c2nnc(SCC(=O)NC(C)c3ccccc3)o2)cc1 (stereo not drawn)
    3%	-2
Cc1ccc(OCC(=O)N/N=C/c2cc([N+](=O)[O-])ccc2N2CCCCC2)cc1
    ?	nt
CCOc1ccccc1Cn1c(=O)oc2ccc(C)cc21
    10%	12
COc1ccc(CC(=O)N2CCN(C(=O)c3ccco3)CC2)cc1
    i	9
O=C(Cc1ccc(-n2c(=O)[nH]c3ccsc3c2=O)cc1)NCc1cccnc1
    3%	5
COc1ccc(CCn2c(-c3ccco3)nc3ccccc3c2=O)cc1OC
    ?	nt
COc1cccc(NC(=O)COC(=O)/C=C/c2ccco2)c1
    ?	nt
CCC(C)N(C(=O)COC(=O)c1ccccc1SCC(=O)N1CCCC1)C1CCS(=O)(=O)C1 (stereo not drawn)
    -4%	0
Cc1c(C(=O)N2CCCCC2)c(S(=O)(=O)NCc2ccc(F)cc2)c(C)n1C
    i	-5
COCCCNC(=O)CCn1c(=O)c2ccccc2n(CC(=O)NCCC2=CCCCC2)c1=O
    -9%	-13
O=C(CNC(=O)c1ccccc1)N/N=C/c1cc(Br)ccc1O
    ?	nt
CCC(C(=O)Nc1sc(C(N)=O)c(C)c1C(=O)OC)c1ccccc1 (stereo not drawn)
    -3%	-7
N=C(c1ccc([N+](=O)[O-])cc1)N1CCCCCC1
    ?	nt
CCOC(=O)N1CCc2c(sc3c2c(=O)n(Cc2ccccc2)c(=O)n3Cc2ccccc2F)C1
    ?	nt
CCCCCCCN1C(Nc2ccccc2)=NC[C@@H]1Cc1ccccc1
    ?	nt
